Screens from PubChem BioAssay.
CRE-bla Fsk = CRE-bla signaling modulation under forskolin stimulation; CHO CRE-bla reporter (cAMP response element driving beta-lactamase), forskolin EC10, beta-lactamase ratio; Potency, µM (highest dose often 38.2 µM), for the others: at the top dose activity change, negative = inhibition, actives largely listed as activators; AID 662; 71,000 tested, 2.5% active; active = well fitted activation curve with a large enough effect in the signal ratio, with a control signal flat, not every such curve was filed as active; inconclusive = small, poorly fitted or top-dose-only effect, or effect the other way, or a change in a side signal; the % refers to the signal ratio; note: potency is the fitted concentration of half-maximal effect; % of control where 0% means no effect
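Cells were plated overnight at 37 °C, exposed to compound titrations plus EC10 NKH 477 for 3 h, then given CCF4 dye for 2 h at room temperature. Blue/green (460/530 nm) ratio was converted to %Activity and AC50 values calculated.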
FLuc inh = blocks Photinus pyralis firefly luciferase activity | P08659 | purified firefly luciferase, luminescence, 8 min | Potency, µM (highest dose often 57.1 µM), for the others: at the top dose activity change, negative = inhibition, hits mostly inhibitors | 72,000 tested, 2.2% active | AID 411; note: potency is the fitted concentration of half-maximal effect; % is set by controls: 0 for no effect and ±100 for the full control effect; nearly all actives have a fitted effect of over 40% in size
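Luminescence read-out after 8 min at room temperature; enzyme reaction used luciferin plus 10 uM ATP (linear range) in imidazole buffer pH 7.2 with KCl, MgCl2, Tween 20 and BSA. Each sample was run as a titration.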
HADH2 inh = inhibitors of human HADH2 dehydrogenase | recombinant HADH2, NADH fluorescence, beta-hydroxybutyryl-CoA | Potency, µM (series often up to 57.1 µM), for inactives: top-dose activity change, negative = inhibition, actives largely listed as inhibitors | 73,000 tested, 3.4% active; note: potency is the fitted concentration of half-maximal effect; % is set by controls: 0 for no effect and ±100 for the full control effect; nearly all actives have a fitted effect of over 60% in size; many of its hits are not listed in these tables
Target sequence (Q99714 whole entry, looked up, one chain of several): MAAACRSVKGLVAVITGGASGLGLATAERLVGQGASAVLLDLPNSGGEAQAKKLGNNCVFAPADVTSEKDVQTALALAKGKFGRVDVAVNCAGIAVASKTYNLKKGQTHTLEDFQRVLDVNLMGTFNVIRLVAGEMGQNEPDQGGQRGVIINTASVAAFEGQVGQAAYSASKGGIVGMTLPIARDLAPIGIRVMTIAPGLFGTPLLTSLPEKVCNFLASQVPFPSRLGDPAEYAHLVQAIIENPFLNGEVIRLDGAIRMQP
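His-tagged recombinant enzyme from E. coli, 20 nM, preincubated 15 min RT with compound; reaction started with 1 mM NAD+ and 90 uM beta-hydroxybutyryl-CoA in 100 mM Tris-HCl pH 9.0. NADH fluorescence (ex 360/em 450) read over 4 min; last-minus-first difference.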
HBB splice mod = modulators of hemoglobin beta chain splicing; HBB splicing reporter cell assay, activation; EGFP reporter with mutant IVS2-654 intron; response scale: normalised to 500 nM splice-correcting PNA; Potency, µM (top dose mostly 46.1 µM), inactives show top-dose activation, usual class: activators; 65,000 tested, 0.06% active; note: potency is the fitted concentration of half-maximal effect; 0% is about no effect
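HeLa cells stably expressing EGFP interrupted by mutant beta-globin intron 2 (IVS2-654), 500/well in 2% FCS. Treated with compound for 2 days at 37C. Splicing correction scored as total well GFP intensity (488 nm excitation, 500-520 nm emission); 500 nM antisense PNA served as control.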
Tau fil binding = binds recombinant human tau filaments; AID 596; Potency, µM (highest dose often 57.1 µM), inactives show top-dose activity change, negative = inhibition; 71,000 tested, 2% active; recombinant tau filaments, thioflavin S fluorescence, 15 h; filaments grown with octadecylsulfate alongside compound;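 note: potency is the fitted concentration of half-maximal effect; % is set by controls: 0 for no effect and ±100 for the full control effect; actives lower thioflavin S fluorescence by blocking filaments or displacing dye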
Target sequence (P10636 whole entry, looked up): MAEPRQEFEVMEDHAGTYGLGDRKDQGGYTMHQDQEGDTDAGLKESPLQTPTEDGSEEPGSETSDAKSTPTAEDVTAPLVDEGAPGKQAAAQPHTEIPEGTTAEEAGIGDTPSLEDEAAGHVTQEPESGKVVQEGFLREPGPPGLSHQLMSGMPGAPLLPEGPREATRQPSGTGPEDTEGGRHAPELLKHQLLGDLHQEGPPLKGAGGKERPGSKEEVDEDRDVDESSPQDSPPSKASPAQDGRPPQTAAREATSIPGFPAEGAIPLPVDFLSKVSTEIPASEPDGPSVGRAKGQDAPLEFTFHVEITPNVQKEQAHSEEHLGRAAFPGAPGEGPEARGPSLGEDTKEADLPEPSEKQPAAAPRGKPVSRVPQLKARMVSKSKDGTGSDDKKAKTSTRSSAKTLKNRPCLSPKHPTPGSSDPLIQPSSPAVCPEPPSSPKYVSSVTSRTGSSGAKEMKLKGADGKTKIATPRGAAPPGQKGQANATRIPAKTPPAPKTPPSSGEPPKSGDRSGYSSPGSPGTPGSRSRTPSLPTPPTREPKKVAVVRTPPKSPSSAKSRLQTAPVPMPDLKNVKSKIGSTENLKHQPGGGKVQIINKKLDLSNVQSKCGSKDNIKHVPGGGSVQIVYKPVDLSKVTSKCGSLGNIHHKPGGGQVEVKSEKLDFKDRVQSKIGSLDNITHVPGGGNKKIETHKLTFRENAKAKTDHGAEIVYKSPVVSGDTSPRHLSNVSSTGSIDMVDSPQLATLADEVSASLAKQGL
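Assay mix: 1 uM His-tagged tau, 30 uM sodium octadecylsulfate, thioflavine S dye in HEPES/NaCl/DTT buffer. Compound is added prior to the inducer. Fluorescence after 15 h at 37 C.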
Rhodamine fluor = compound autofluorescence in rhodamine spectral region | 59,000 tested, 0.05% active | Rhodamine-region fluorescence, 547/598 nm, Tris buffer; stronger effect = higher value | max dye-equivalent concentration, M; in the data active = max dye-equivalent concentration above about 11 nM; inconclusive = between about 1.1 nM and that limit
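Steps: pin-transfer compounds into pH 8.0 Tris (100 mM), hold 15 min at room temperature, image with a 547/598 nm filter pair, and convert intensities to rhodamine-equivalent concentration using a six-point on-plate rhodamine series.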
Texas Red fluor = compound fluoresces in the Texas Red spectral region; Compound fluorescence, Texas Red channel, 547/618 nm; stronger effect = higher value; AID 587; max dye-equivalent concentration, M; 59,000 tested, 0.06% active; in the data active = max dye-equivalent concentration above about 10 nM; inconclusive = between about 1.1 nM and that limit
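Compound titrations in 100 mM Tris pH 8.0 were incubated 15 min at room temperature and read at 547 nm excitation / 618 nm emission. Texas Red six-point standard curve on each plate converted fluorescence to dye-equivalent concentration.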
15-hLO inh = blocks human 15-lipoxygenase activity; purified 15hLO-1, xylenol orange hydroperoxide absorbance; Potency, µM (highest dose often 57.1 µM), for the others: at the top dose activity change, negative = inhibition, usual class: inhibitors; 74,000 tested, 1.4% active; P16050; AID 887; note: potency is the fitted concentration of half-maximal effect; % is set by controls: 0 for no effect and ±100 for the full control effect; nearly all actives have a fitted effect of over 55% in size
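40 nM 15hLO-1 + cpd, 15 min RT; start w/ 50 uM AA (final), 6 min RT; stop/detect w/ 200 uM XO + 300 uM Fe(II) in 50 mM H2SO4, 30 min; A573/A405. Buffer 25 mM Hepes pH 7.5, 0.01% Triton X-100. No-enzyme wells as negative control.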
Hsp90 Hop PPI = changes Hsp90-Hop TPR2A binding signal, up or down; AlphaScreen TPR2A-His6 binding biotin-Hsp90 C-terminal peptide; Potency, µM (series often up to 57 µM), inactives show at the highest dose activity change, negative = inhibition; 71,000 tested, 0.44% active; active = well fitted curve in either direction with a large enough effect; inconclusive = small, poorly fitted or top-dose-only effect, or another doubt; note: potency is the fitted concentration of half-maximal effect; % is set by controls: 0 for no effect and ±100 for the full control effect; many of its hits are not listed in these tables
Pol III holo inh = inhibitors of bacterial DNA polymerase III holoenzyme | Potency, µM (doses to about 57.1 µM), for inactives: at the highest dose activity change, negative = inhibition | reconstituted DNA polymerase III holoenzyme replication, biochemical | 71,000 tested, 0.25% active; note: potency is the fitted concentration of half-maximal effect; % is set by controls: 0 for no effect and ±100 for the full control effect
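Reconstituted *E. coli* holoenzyme (0.35 nM Pol III, 1 nM beta, 154 nM SSB, 2 nM primase) was preincubated with compound for 15 min at RT. Synthesis on 1.4 nM ssM13Gori ran 35 min, then was stopped with PicoGreen/EDTA and read as dsDNA fluorescence.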
ERK AVP inh = vasopressin-driven ERK pathway inhibition; HEK293-V1b, vasopressin-stimulated pERK AlphaScreen; AID 995; Potency, µM (doses to about 57.5 µM), inactives show at the top dose activity, negative = inhibition, usual class: inhibitors; 72,000 tested, 0.99% active; note: potency is the fitted concentration of half-maximal effect; % is set by controls: 0 for no effect and ±100 for the full control effect; nearly all actives have a fitted effect of over 55% in size
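V1b-HEK293 cells; cpd 30 min 37C; 25 nM vasopressin 5 min; lyse 10 min; AlphaScreen beads 5 hr RT. Normalized to DMSO basal and 25 nM vasopressin; AC50 by Hill fit.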
Numbers without * were called inactive; i = inactive; u = inconclusive; x = not tested or not shown; [ ] = another dose, or the depositor's remark. Unless noted, calls come from the whole dose curve; as a rule, active = well fitted curve in the direction sought with a large enough effect; inconclusive = small, poorly fitted or top-dose-only effect, or another doubt; inactive = no such curve, though single readings can be large; an effect the other way counts as inactive or inconclusive. Not all compounds are listed; rates above refer to the full screens.

SMILES	CRE-bla Fsk	FLuc inh	HADH2 inh	HBB splice mod	Tau fil binding	Rhodamine fluor	Texas Red fluor	15-hLO inh	Hsp90 Hop PPI	Pol III holo inh	ERK AVP inh
CN(C)CCCN1c2ccc(O)cc2Sc2ccc(Cl)cc21	5%[7.6 µM]	1%[11.4 µM]	1%[11.4 µM]	-0.5%[9.22 µM]	3.2µM*	i	i	-13%[11.4 µM]	-7%[11 µM]	-6%[11.4 µM]	-5%[11.5 µM]
CC1CCC(NC(=O)C2CCN(C(=O)NC3CCCCC3)CC2)CC1 (stereo not given)	-7%	2%	-2%	0.2%[57.5 µM]	-7%	i	i	3%	-3%	6%	u
O=C(NC1CCCC1)c1ccc(COCC(F)(F)C(F)F)o1	1%	-1%	6%	-0.4%	-2%	i	i	7%	-4%	-8%	-8%
Cc1ccc(CN(C(=O)Cn2nnc3ccccc32)C(C(=O)NCc2ccco2)c2cccs2)cc1 (stereo not given)	u	2%	8%	-6.2%	7%	i	i	-7%	-5%	-2%	17%
CCC(C)Sc1nc(O)cc(=O)[nH]1 (stereo not given)	u	1%	-10%[11.4 µM]	-1.4%[0.0738 µM]	6%[11.4 µM]	x	x	-2%[11.4 µM]	-5%[11 µM]	-5%[11.4 µM]	6%
Cc1cc(C(=O)NC(C)c2ccc3c(c2)OCO3)cs1 (stereo not given)	-4%	-1%	-16%	-0.3%	-1%	i	i	-3%	-2%	-3%	0%
Cc1nc2cnc(Nc3ccccc3)nc2n(CCC#N)c1=O	u	1%[11.4 µM]	-1%	0.3%	0%	i	i	6%	-1%	-3%	-1%
C=CCN1C(=O)C2(C(C(=O)c3ccc(C)o3)=C(O)C(=O)N2CCCN2CCOCC2)c2ccccc21 (stereo not given)	-5%	2%	2%	0.5%[1.84 µM]	2%	i	i	5%	-2%	0%	6%
COc1ccc(OC)c(NC(=O)NCc2ccc(F)cc2)c1	-5%	0%	0%	-0.7%	-10%	i	i	-3%	-6%	-2%	-19%
O=C(COC(=O)c1cc(-c2cccs2)nc2ccccc12)NCc1ccco1	10%	0%	-15%	4.1%[57.5 µM]	16µM*	i	i	-18%	6%	-6%	u
COc1ccc(COC(=O)N/N=C2/C[C@@H](O)[C@@H](O)[C@@H]3[C@@H]4C(=O)N(Cc5ccc6c(c5)OCO6)C(=O)[C@H]4CC[C@@H]23)cc1	x	1%[11.4 µM]	0%[11.4 µM]	2.6%[9.22 µM]	x	x	x	11%[11.4 µM]	x	x	25%[11.5 µM]
O=C(COC(=O)c1ccco1)Nc1ccc(Br)cc1	-4%	-27%	-10%	0.1%[57.5 µM]	0%	i	u	-1%	-1%	-2%	58%[activator]
O=c1oc(-c2ccccc2)nc2c1cnn2-c1ccccc1	-15%	0%	u	-0.4%	1%	i	i	-14%	-3%	-4%	-11%
O=S(=O)(c1cnc[nH]1)N1CCc2ccccc21	16%	-1%	1%	0.0%	u	u	u	-2%	u	2%	45%
CC1CCCC(N2C(=O)NC(NC(=O)c3ccco3)(C(F)(F)F)C2=O)C1C (stereo not given)	-14%	1%	9%	0.4%[0.369 µM]	-20%	i	i	-29%	u	-2%	-5%
CCOCCOC(=O)C1=C(C)N(C)C(=O)NC1c1ccccc1Cl (stereo not given)	7%	3%	-4%	3.4%	8%	x	x	0%	-4%	-2%	5%
COc1ccc(-c2noc(C3CCCN(S(=O)(=O)c4cccc(Cl)c4)C3)n2)cc1OC (stereo not given)	-6%	-1%	12%	-0.8%	9%	i	i	-14%	1%	-6%	-2%
COC(=O)C1=C(C)N(c2cccc(Cl)c2)C(=O)C1	u	1%	-10%	3.0%	2%	i	i	-3%	-2%	-7%	1%
COc1cc(CN2CCCCC2)cc2cc(C(=O)O)c(=O)oc12	0%[7.6 µM]	2%[11.4 µM]	8%[11.4 µM]	-2.1%[9.22 µM]	4%[11.4 µM]	i	i	5%[11.4 µM]	-1%[11 µM]	-11%[11.4 µM]	4%[11.5 µM]
COC(=O)c1ccccc1NC(=O)C(C)Oc1ccccc1 (stereo not given)	13µM*	-1%	4%	-0.9%	-4%	i	u	-4%	u	3%	-10%
Cc1nc2ccccc2c(=O)n1/N=C/c1cccnc1	u	1%	1%	-0.5%	7%	x	x	2%	-9%	6%	-22%
CC12CC(NC(=O)N1c1ccc(C(=O)N3CCN(c4ccccn4)CC3)cc1)c1ccccc1O2 (stereo not given)	1%	1%	-4%	0.4%	8%	i	i	4%	0%	2%	8%
CC(=O)Nc1cccc(C(=O)Nc2ccccc2C(=O)O)c1	-2%	-17%	-7%	-0.3%	12%	i	i	2%	-1%	-4%	-7%
NC(=O)C1CCCN(S(=O)(=O)c2ccc(Br)cc2)C1 (stereo not given)	-3%	0%	2%	0.3%	2%	i	i	3%	-1%	-2%	-18%
COc1cc(C(=O)OC(C)C(=O)N2CCc3ccccc3C2)ccc1OCC(=O)N1CCOCC1 (stereo not given)	-11%	-2%	5%	-0.5%[57.5 µM]	-2%	i	u	-23%	-1%	u	-15%
CN(C)Cc1ccccc1-c1cc(NC2CC2)ncn1	0%	0%[2.29 µM]	2%	0.5%	10%	i	i	-6%	-5%	3%	-7%
CN(C)S(=O)(=O)c1ccc(C(=O)OCCCN=C2NS(=O)(=O)c3ccccc32)cc1	-7%	-5%	-10%	0.4%	0%	x	x	6%	-3%	-6%	7%
N#CC1=C(N)Oc2n[nH]c(-c3cccs3)c2C1c1ccoc1 (stereo not given)	-7%	-3%	x	1.7%	12%	i	i	10µM*	-15%	-15%	u
Cn1cc(C(=O)NCCc2ccccc2)c(=O)c2cc(S(=O)(=O)N3CCOCC3)ccc21	u	2%	13%	1.6%	-6%	i	i	12%	-3%	0%	-7%
CCc1ccc(-c2nc(CSCC(=O)N3CCN(c4ccccn4)CC3)c(C)o2)cc1	u	-3%	-6%	-1.5%	2%	i	u	-7%	-1%	-3%	15%
O=C(COc1ccccc1Cl)OCC(=O)N1CCN(S(=O)(=O)c2ccccc2)CC1	u	1%	1%	-5.6%	-3%	i	i	8%	-3%	4%	2%
CCOc1ccc(N2CC(=O)Nc3ccccc3NCC2=O)cc1	-4%	-28%	7%	-2.4%	-11%	i	u	-25%	-6%	-7%	-4%
COc1ccc(C(=O)N2CCC[C@@]3(CCN(c4cccc(-c5ccccc5)c4)C3)C2)cc1	3%	2%[11.4 µM]	-1%	5.2%	4%	i	i	25µM*	-25%	0%	-9%
Cc1cc(=O)n2nc(N3CCCC3C(=O)NCc3ccccn3)sc2n1 (stereo not given)	u	5%	-3%	0.3%	-13%	i	i	7%	-2%	-1%	6%
COC(=O)c1ccc(N2C(=O)CC(NCc3ccccc3)C2=O)cc1 (stereo not given)	-6%	1%	-9%	0.4%	0%	i	u	7%	-4%	-3%	-22%
COC(=O)Nc1c(C)nn(Cc2ccccc2C)c1C	5%	3%	3%	0.1%	2%	i	i	6%	-1%	-4%	-8%
N#CCCn1c(=O)c(-c2cc(F)cc(F)c2)nc2cnc(N3CCOCC3)nc21	u	1%[11.4 µM]	7%	0.2%	128%	i	i	-11%	-3%	-12%	15%
CS(=O)(=O)N(CC(=O)NCCSc1ccccc1)c1ccc2c(c1)OCO2	-1%	-2%	5%	-1.0%	2%	i	i	-1%	-1%	-3%	-6%
O=C(C1CCC(CNc2c(N3CCCCC3)c(=O)c2=O)CC1)N1CCc2ccccc2C1 (stereo not given)	-12%	3%	-6%	0.3%	19%	x	x	-1%	-6%[2.3 µM]	-7%	-5%
O=C(CN1C(=O)C2CC=CCC2C1=O)Nc1nccs1 (stereo not given)	-6%	-1%	0%	0.1%[57.5 µM]	10%	i	i	8%	0%	-3%	-10%
O=C(Nn1cnnc1)C(Sc1ccccc1)c1ccccc1 (stereo not given)	15%	3%	8%	0.2%[0.369 µM]	-7%	i	i	-1%	2%	-4%	u
CC(C)COc1ccc(C2NC(=O)NC2=O)cc1 (stereo not given)	3%	-1%	-7%	x	-2%	i	i	-14%	0%	-2%	7%
